Dengue virus CPE = antivirals protecting cells from dengue CPE – CPE readout, HTS (AID 540333) | CPE inhibition, % at 20 µM | actives 3.1% (n = 10,000) | Dengue virus CPE inhibition in host cells; stronger effect = higher value; in the data active = CPE inhibition mostly above about 9.1%, no sharp cut-off; inactive = mostly below about 7.2%
The depositor's hits bear a star; i = inactive.

nr	Compound	Dengue virus CPE
1	CC1CCN(S(=O)(=O)c2ccc(N=NC3=C(O)CC(C)(C)CC3=O)cc2)CC1	0.3
2	Cc1cc(OCC(=O)NC2CCCCC2)ccc1Cl	0.2
3	COc1ccc(-c2nc3c(s2)CCc2onc(-c4ccc(OC)cc4)c2-3)cc1	0.0
4	COc1cc(OC)c(OC)cc1CN1CCN(Cc2cccn2C)CC1	0.5
5	CCCCc1ccc(NC(=S)Nc2ccc(Nc3ccc(OC)cc3)cc2)cc1	3.3
6	COC(=O)C(CC(C)C)NC(=O)/C=C/c1ccccc1Cl (stereo not drawn)	i
7	CCOC(=O)C(=O)NNc1ccc(C)cc1	i
8	O=C1COc2cc(ccc2[N+](=O)[O-])Oc2ccc(cc2Cl)C(=O)CCCCO1	i
9	CCOCCCNCc1cccc(OCc2ccc(F)cc2)c1	0.5
10	Cc1ccc(C(=O)N(Cc2ccccc2)C(C)(C)C)cc1C	2.4
11	COC(=O)c1cn(Cc2ccccc2C)nn1	i
12	COc1cc(OC)cc(-c2c(-c3ccc(F)cc3)c3cc(-c4cnc(OC)nc4)ccc3n2C)c1	2.9
13	CCOC(=O)c1cc(=O)n(-c2ccc(Cl)cc2C)[nH]1	1.7
14	CN(C)C1=NC[C@H](Cc2ccccc2)N1CCc1cccc(F)c1	0.2
15	O=C(CN(c1ccc(Cl)cc1)S(=O)(=O)c1ccc(Cl)c([N+](=O)[O-])c1)NCCc1ccc(F)cc1	i
16	O=C(O)CC1=C(c2ccc(F)cc2)CCC1=O	i
17	CC1=C(C(=O)OCC(C)C)C2(O)C(=O)c3ccccc3C2(O)N1 (stereo not drawn)	0.4
18	COc1ccc(/C=C/C(=O)NC2CCCCCCC2)cc1S(=O)(=O)N1CCOCC1	0.1
19	CCS(=O)(=O)c1nc(S(=O)(=O)c2ccc(Cl)cc2)c(N2CCc3ccccc3C2)s1	0.6
20	CN=C1C([N+](=O)[O-])=CC=C2C1=NC1(CCCCC1)N2O	i
21	O=c1oc(CCO)cc2ccc(C#Cc3ccsc3)cc12	i
22	Cc1ccc(-c2csc(NC(=O)c3ccc4c(=O)n5c(nc4c3)CCCCC5)n2)cc1	8.8
23	NS(=O)(=O)c1ccc(CNC(=S)NCc2ccc(Cl)cc2)cc1	0.1
24	S=C(N/N=C/c1ccccc1)N1CCOCC1	i
25	COc1ccc(N2C(=O)S[C@@H]3CS(=O)(=O)C[C@@H]32)cc1	i
26	O=c1[nH]c(/C(Cl)=C/c2cccc(C(F)(F)F)c2)nc2cc(Cl)ccc12	0.6
27	CC(OC(=O)c1c2c(nc3ccccc13)/C(=C\c1ccc3c(c1)OCO3)CCC2)C(=O)Nc1ccc(S(N)(=O)=O)cc1 (stereo not drawn)	i
28	O=C(NN1C(=O)C2C3C=CC(C4CC34)C2C1=O)c1ccc(Cl)c(Cl)c1 (stereo not drawn)	1.2
29	CCOC(=O)c1sc(NC(=O)CCN2C(=O)c3ccccc3C2=O)c(C(=O)OCC)c1C	1.1
30	O=C(COC(=O)C1(c2ccccc2F)CCCC1)Nc1ncc(C(F)(F)F)cc1Cl	0.5
31	C/C(=N\NC(=S)NC1CCCCC1)c1ccccc1	0.1
32	CN(Cc1cn(-c2ccccc2)nc1-c1ccc(Cl)cc1)C(=O)CCC(=O)O	0.7
33	O=C(Nc1ccc2c(c1)CCC2)c1cccc(F)c1	i
34	N=c1n(CC(=O)c2ccc([N+](=O)[O-])cc2)c2ccccc2n1Cc1ccccc1Cl	0.6
35	O=C(Cn1cc([N+](=O)[O-])cn1)NCc1cc2ccccc2[nH]1	0.4
36	O=C1CN(C(=O)c2cc([N+](=O)[O-])ccc2Cl)C(c2ccccc2)c2cc(F)ccc2N1 (stereo not drawn)	0.2
37	Cc1ccc(NC(=O)/C=C/c2ccc3c(c2)OCO3)nc1	i
38	COc1ccc(/C=C/C(=O)Nc2ccc3c(c2)CCC3)cc1OC	0.7
39	COc1ccc(CN2C(=S)NC(C)(C)CC2(C)O)cc1 (stereo not drawn)	0.8
40	Cc1cc(=O)[nH]c(N/N=C/c2sccc2C)n1	i
41	O=C(COC(=O)c1ccccc1Br)NCCc1ccc(F)cc1	i
42	Cc1ccc(OCCNC(=O)/C=C/c2ccccc2)cc1C	1.1
43	CCOC(=O)CN1C(=O)N[C@@H](c2ccccc2)[C@@H](C(=O)OC)[C@H]1C	0.1
44	COc1ccc(-n2cccc2C=O)cc1	0.8
45	COc1ccc(C)cc1NC(=O)C(OC(=O)c1cc(C)oc1C)c1ccccc1 (stereo not drawn)	1.2
46	Cc1ccc(C)c2c1cc(C)c1nnc(SCC(=O)N3CCCc4ccccc43)n12	0.1
47	COc1ccc(CC(=S)N2CCOCC2)cc1F	i
48	CCn1c(Cc2ccccc2)nnc1SCc1cccc(C(=O)O)c1	0.1
49	O=C(NCc1ccc(C(F)(F)F)cc1)c1ccc2c(c1)S(=O)(=O)c1ccccc1C2=O	1.0
50	O=C(Nc1ccc2nc3ccccc3nc2c1)c1ccccc1	0.3
51	C/C(CC(=O)Nc1ccc(C)c(Cl)c1)=N\NC(=O)Cc1ccccc1	i
52	COCCCNC(=O)C(=O)NC1CCCCCC1	0.2
53	Cc1[nH]c2ccccc2c1C(=O)CSc1ccccc1	0.4
54	O=C(NC(=S)NCC1CCCO1)c1ccccc1 (stereo not drawn)	i
55	O=C(Oc1c(Cl)cc(Cl)c2cccnc12)c1cccc([N+](=O)[O-])c1	i
56	CCCCC(=O)Nc1cccc(C(=O)N/N=C/c2ccc(OC)cc2OC)c1	0.3
57	Cc1ccc2c(C)cc[n+](CCCS(=O)(=O)[O-])c2c1	0.2
58	Cc1ccc(NC(=O)C(OC(=O)c2ccc(NC(N)=O)cc2)c2ccccc2)cc1Cl (stereo not drawn)	15*
59	C=CCNC(=S)NNC(=O)c1cc(C)nc2ccccc12	0.2
60	Cc1ccc(C(=O)NCCCNc2ccc(C(F)(F)F)cc2[N+](=O)[O-])cc1	i

Going on with the list:
nr	Compound	Dengue virus CPE
61	CC(=O)Nc1cc(C(=O)NCc2ccco2)ccc1Sc1ccc(F)cc1	i
62	CCCOC(=O)N[C@@H]1C(=O)N2C(C(=O)OCCC)=C(C)CS[C@H]12	i
63	Cn1cnnc1SC1c2cccc3cccc(c23)C1NS(=O)(=O)c1ccc(Cl)cc1 (stereo not drawn)	0.2
64	Cc1ccc(NC(=O)c2cc(N3C(=O)C=CC3=O)ccc2Cl)cc1C	0.1
65	O=C(CSCc1ccccc1)N/N=C/c1ccc(OCC(=O)N2CCCCC2)cc1	0.8
66	COc1ccc(CN2C(=O)CC(Cc3cc(C)cc(C)c3)C2=O)cc1OC (stereo not drawn)	i
67	CCN(CC)c1ccc(NC(=O)c2cccc(C)c2)cc1S(=O)(=O)Nc1ccccc1OC	3.8
68	Cc1nnc(N2C(=O)C(O)=C(C(=O)c3ccco3)C2c2ccc(C(C)C)cc2)s1 (stereo not drawn)	i
69	N#Cc1ccccc1Sc1ccccc1C(=O)OCC(=O)NC1CCCCC1	7.1
70	C=CC[C@]12CCc3sccc3C1N(c1ccc(C(=O)OCC)cc1)C2=O (stereo partly drawn)	20*
71	COc1ccc(C)cc1C1=Nc2ccccc2C1(C)C	0.2
72	Cc1ccc(NNC(=O)C(=O)N2CCCCC2)cc1	i
73	COc1ccccc1-c1ccc(/C=C2/C=C(CC(C)C)OC2=O)o1	3.7
74	Oc1ccccc1CN(Cc1ccco1)CC(O)COCc1ccc(Cl)cc1 (stereo not drawn)	2.2
75	Cc1cc(C)c[n+](C(C)C(=O)c2ccc(-c3ccccc3)cc2)c1 (stereo not drawn)	0.8
76	O=C(NS(=O)(=O)Oc1ccc(Cl)cc1)OC[C@@H]1CCCN2CCCC[C@H]12	1.0
77	Cc1cc(C)n2cc(COc3ccccc3)nc2n1	i
78	CC(=O)Nc1ccc(C(=O)N(C)C(C(=O)Nc2ccccc2)c2ccccn2)cc1 (stereo not drawn)	0.1
79	CC(=O)Oc1ccc2c(c1)OC(c1ccccc1)CC21CC(C)(C)NC(=O)N1 (stereo not drawn)	i
80	Cc1[nH]c(=O)[nH]c(=O)c1/C=C/C(=O)OCC(C)C	0.1
81	CCC(O)(CC)C(=O)NN(C(=O)CCl)c1ccccc1	0.5
82	COc1ccccc1NC(=O)c1c(Nc2ccccc2F)sc(C(=O)Nc2cccc(Cl)c2)c1N	17*
83	C[C@@H]1CN([C@H](C)CO)C(=O)Cc2cc(NC(=O)Nc3ccccc3)ccc2O[C@@H]1CN(C)Cc1ccc2c(c1)OCO2	i
84	O=C(O)CC(CC(=O)O)c1ccsc1	i
85	COc1ccccc1Nc1nc(N)nc(CSC(=S)N2CCCCC2C)n1 (stereo not drawn)	i
86	COc1ccc(CCn2c(C)nc3c(c(=O)c4ccccc4n3C)c2=O)cc1	1.8
87	O=C(CCc1ccccc1)Nc1nn[nH]n1	0.7
88	CCc1ccc(OCC(=O)NNC(=O)CSc2nnc(-c3ccc(C)cc3)n2C)cc1	i
89	CC(C)CC(=O)NC(=S)Nc1nc(-c2ccccc2)cs1	0.4
90	C/C(=N\N=C1/NC(=O)C(C)S1)c1ccc([N+](=O)[O-])cc1 (stereo not drawn)	i

In another format: entries from further up
(84) O=C(O)CC(CC(=O)O)c1ccsc1
  Dengue virus CPE = i

(85) COc1ccccc1Nc1nc(N)nc(CSC(=S)N2CCCCC2C)n1 (stereo not drawn)
  Dengue virus CPE = i

(86) COc1ccc(CCn2c(C)nc3c(c(=O)c4ccccc4n3C)c2=O)cc1
  Dengue virus CPE = 1.8

(87) O=C(CCc1ccccc1)Nc1nn[nH]n1
  Dengue virus CPE = 0.7

Carrying on.
nr	Compound	Dengue virus CPE
91	Cc1ccc(-n2c(C)nnc2SCC(=O)N2CCc3ccccc3C2)cc1	0.5
92	O=C(CCN1C(=O)S/C(=C\c2cccs2)C1=O)NC1=NCCS1	i
93	Cc1cccc(OCCCC(=O)Nc2ccc(S(N)(=O)=O)cc2)c1C	0.8
94	Cc1ccc(S(=O)(=O)N2CCN(CC(=O)N/N=C\C(Cl)=C\c3ccccc3)CC2)cc1	2.9
95	Cc1nn(-c2ccccc2)c(Cl)c1/C=N/NC(=O)c1cccnc1	4.4
96	Cc1cc[n+](-c2[nH]c(=O)sc2/C=N/NC(=O)c2ccccc2[O-])cc1C	0.5
97	CCOc1ccc(C(=O)NC(=S)Nc2ccc(N3CCOCC3)c(Cl)c2)cc1[N+](=O)[O-]	0.4
98	O=C(NCC1CCCO1)C(c1cccs1)N(Cc1ccccc1Cl)C(=O)c1ccc(-c2ccccc2)[nH]1 (stereo not drawn)	17*
99	O=C(CN1CCN(Cc2ccccc2Cl)CC1)N=Nc1c(O)[nH]c2ccccc12	i
100	Cc1ccc(N(CC(=O)NN=C2CCN(C)CC2)S(=O)(=O)c2ccccc2)c(C)c1	0.1
101	COc1ccc(C2C=C(Nc3ccccc3)C(=O)N2c2ccccc2)cc1OC (stereo not drawn)	1.5
102	N#Cc1sc2nc3c(cc2c1N)CCCC3	1.6
103	Cn1c(Cc2ccccc2)n[nH]c1=S	i
104	CCOC(=O)c1c(CN(C)C)n(-c2ccccc2)c2cc(Br)c(OC)cc12	0.5
105	C/C(=N/NC(=O)c1ccoc1C)c1cccc(NC(=O)C(F)(F)F)c1	i
106	CC(C)C[C@@H]1NC(=O)[C@H](C(C)C)NC(=O)c2cc([N+](=O)[O-])cc(I)c2OCC[C@@H](C(N)=O)NC1=O	1.7
107	C/C(CC(=O)Nc1ccc(N(C)C)cc1)=N\NC(=O)c1cnccn1	i
108	C#CCCCCCCC#CCN(C)C	i
109	Cc1nc(NC(=O)/C=C/c2ccccc2)sc1C(=O)Nc1cccc(Cl)c1	0.0
110	Cc1ccc(S(=O)(=O)N2CCC(=O)N(CCOC(=O)Nc3ccc(F)cc3)CC2)cc1	0.2
111	CCOc1cc(/C=N/NC(=O)CCCC(=O)NC2CCCCC2)ccc1O	4.8
112	CCc1cccc2c1NC(=O)C21N2CCCC2C(C(=O)c2ccc3ccccc3c2)C12C(=O)Nc1ccccc12 (stereo not drawn)	0.5
113	COC(=O)CC1c2cc(OC)c(OC)cc2CC(=O)c2cc(OC)c(OC)cc21 (stereo not drawn)	i
114	COc1ccc(CCNC(=O)COC(=O)Cc2ccc(OC)cc2)cc1	0.0
115	N#C/C(C(=O)NCc1ccco1)=C1/SC=C(c2ccccc2)N1c1ccccc1	2.0
116	O=S(=O)(NC1CCCCC1Oc1ccccc1)c1ccccc1 (stereo not drawn)	3.3
117	COc1ccc(Cl)cc1-n1c(C)ccc1C	0.8
118	Cc1ccccc1-c1cc(C(=O)NCc2cccc(Br)c2)n(CC2CC(c3cccnc3)=NO2)n1 (stereo not drawn)	2.4
119	COc1ccc(NC(=O)C2CC(=O)OC2c2ccccc2)cc1 (stereo not drawn)	1.0
120	N#Cc1ccc(N2Cc3ccccc3/C2=N/C(=O)Nc2ccc(Cl)cc2)cc1	2.1

Reprinted at random: 5 entries already listed.
nr	Compound	Dengue virus CPE
119	COc1ccc(NC(=O)C2CC(=O)OC2c2ccccc2)cc1 (stereo not drawn)	1.0
110	Cc1ccc(S(=O)(=O)N2CCC(=O)N(CCOC(=O)Nc3ccc(F)cc3)CC2)cc1	0.2
114	COc1ccc(CCNC(=O)COC(=O)Cc2ccc(OC)cc2)cc1	0.0
111	CCOc1cc(/C=N/NC(=O)CCCC(=O)NC2CCCCC2)ccc1O	4.8
118	Cc1ccccc1-c1cc(C(=O)NCc2cccc(Br)c2)n(CC2CC(c3cccnc3)=NO2)n1 (stereo not drawn)	2.4

The list goes on:
nr	Compound	Dengue virus CPE
121	COc1ccc2nc3ccccc3nc2c1NC(=O)c1ccc(Br)cc1	1.4
122	C/C(=N\NC(=O)Cc1cccn1C)c1cccs1	0.1
123	COc1cc2c(cc1OC)CN(C(=O)c1ccc(S(=O)(=O)N3CCCCCC3)cc1)CC2	0.1
124	C=CCN(CC=C)C(=S)NC(=O)c1ccc([N+](=O)[O-])cc1	0.6
125	O=C(COC(=O)/C=C/c1ccc(OC(F)F)cc1)NCc1cccs1	0.3
126	O=C(NCCCN1CCOCC1)c1onc(CSc2ccccc2)c1C(=O)NCCCN1CCOCC1	i
127	COc1cccc(/C=C(/C(=O)OCC(=O)NC2CCCC(C)C2C)c2ccccc2)c1 (stereo not drawn)	28*
128	COc1cc(/C=N/NC(=O)c2ccc(CSc3nc4ccccc4[nH]3)cc2)cc(OC)c1OC	2.2

Not all compounds are listed; count on the stated rates, not on these rows.
